Source: PubChem (National Center for Advancing Translational Sciences (NCATS))
D2 antag = HTS Assay for Allosteric Antagonists of the Human D2 Dopamine Receptor: Primary Screen for Antagonists. D(2) dopamine receptor (Homo sapiens), P14416. HEK293 TREx D2 cells, calcium flux, dopamine EC80. inhibition, % at 10 µM. actives 2% (n = 340,000); in the data active = inhibition above about 30%; note: 0% is about no effect
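Compounds are added to dye-loaded, induced HEK293 T-REx cells coupled to calcium release via D2; after a 3 min kinetic read an EC80 dopamine stimulus is given and fluorescence is recorded for 3 more min.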
D1 ag = Allosteric Agonists of the Human D1 Dopamine Receptor: qHTS | HEK293 T-REx D1 cells, calcium flux, agonist mode | activation, % at 2 µM | D(1A) dopamine receptor (Homo sapiens), P21728 | actives 1% (n = 360,000) | AID 504660, 2011; note: 0% is about no effect
Target sequence (P21728 whole entry, looked up): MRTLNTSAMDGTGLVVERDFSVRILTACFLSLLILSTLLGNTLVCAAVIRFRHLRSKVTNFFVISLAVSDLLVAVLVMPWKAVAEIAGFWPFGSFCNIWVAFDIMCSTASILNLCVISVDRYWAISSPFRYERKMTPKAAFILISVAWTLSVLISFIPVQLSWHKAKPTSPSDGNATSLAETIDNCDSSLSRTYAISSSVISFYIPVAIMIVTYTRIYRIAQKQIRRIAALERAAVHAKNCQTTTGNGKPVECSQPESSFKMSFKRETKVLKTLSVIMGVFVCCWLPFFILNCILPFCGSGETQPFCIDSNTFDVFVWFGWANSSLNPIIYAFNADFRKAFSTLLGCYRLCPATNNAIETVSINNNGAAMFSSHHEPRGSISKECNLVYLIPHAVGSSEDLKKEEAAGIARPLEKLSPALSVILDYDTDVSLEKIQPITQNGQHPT
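Inducible HEK293 T-REx D1 cells, force-coupled to calcium signalling, were plated at 4000 cells/well with tetracycline and held overnight at 30 C. After no-wash calcium dye loading, compound-evoked calcium rise over 180 s flagged agonists.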
D1 antagonist = Antagonist of Human D 1 Dopamine Receptor: qHTS; D(1A) dopamine receptor (Homo sapiens), P21728; HEK293 TREx D1 cells, calcium flux, dopamine EC80; active compounds read low; activity change, negative = inhibition, % at 10 µM; actives 3.2% (n = 360,000); AID 504652, 2011; in the data active = activity change below about -30%; note: % is set by controls: 0 for no effect and ±100 for the full control effect
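Cells carrying a force-coupled, tetracycline-inducible human D1 receptor report calcium flux. Each well gets a 10 s baseline, compound with 180 s monitoring, then an EC80 dopamine stimulus with a second 180 s kinetic read.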
D2 agonist = HTS Assay for Allosteric Agonists of the Human D2 Dopamine Receptor: Primary Screen for Agonists; actives 0.53% (n = 340,000); D(2) dopamine receptor (Homo sapiens), P14416; activation, % at 2 µM; HEK293 T-REx D2 cells, calcium flux agonist mode;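 active = activation over 3 SD above normal in the single-dose calcium agonist read, cut at about 30% in these data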; note: 0% is about no effect
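Tetracycline-induced HEK293 Trex cells with D2 receptor force-coupled to calcium signaling, plated overnight at 30 C and loaded with no-wash calcium dye. Calcium flux read kinetically for 180 s after compound addition; responses flag agonists.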
D1 PAM = Potentiators of Human D1 Dopamine Receptor: qHTS. D(1A) dopamine receptor (Homo sapiens), P21728. HEK293 TREx D1 cells, calcium flux, dopamine EC20 potentiation. potentiation, % at 10 µM. actives 0.036% (n = 360,000); in the data active = potentiation above about 30%; note: 0% is about no effect
D2 PAM = HTS Assay for Positive Allosteric Modulators of the Human D2 Dopamine Receptor: Primary Screen for Potentiators; HEK293 T-REx D2, calcium flux, EC20 dopamine potentiation; potentiation, % at 10 µM; actives 0.34% (n = 340,000);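 active = potentiation over 3 SD above the plate norm, cut at about 30% in these data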; note: 0% is about no effect
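Potentiation of an EC20 dopamine calcium response is measured in a force-coupled, tetracycline-inducible Hek293 Trex D2 line. Compound-only kinetic reads over 180 s flag agonists before dopamine addition.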
RXFP1 antag = qHTS Assay for Antagonists of the Relaxin Receptor RXFP1. Relaxin receptor 1 (Homo sapiens), Q9HBX9. HEK293-RXFP1, relaxin-stimulated cAMP HTRF, 30 min; active compounds read low. activity change, negative = inhibition, % at 57.5 µM. actives 0.59% (n = 350,000);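 active = activity change of -60% or lower, but not beyond a set lower limit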; note: % is set by controls: 0 for no effect and ±100 for the full control effect
TRHR enhancer = qHTS for Small Molecule Agonists and Allosteric Enhancers of Human TRH Receptor: Primary Screen for Enhancers | TRHR cells, fluo-8 calcium fluorescence, EC20 TRH enhancement | Thyrotropin-releasing hormone receptor (Homo sapiens), P34981 | enhancement, % at 2 µM | actives 0.66% (n = 360,000); in the data active = enhancement above about 30%; note: 0% is about no effect
Target sequence (P34981 whole entry, looked up): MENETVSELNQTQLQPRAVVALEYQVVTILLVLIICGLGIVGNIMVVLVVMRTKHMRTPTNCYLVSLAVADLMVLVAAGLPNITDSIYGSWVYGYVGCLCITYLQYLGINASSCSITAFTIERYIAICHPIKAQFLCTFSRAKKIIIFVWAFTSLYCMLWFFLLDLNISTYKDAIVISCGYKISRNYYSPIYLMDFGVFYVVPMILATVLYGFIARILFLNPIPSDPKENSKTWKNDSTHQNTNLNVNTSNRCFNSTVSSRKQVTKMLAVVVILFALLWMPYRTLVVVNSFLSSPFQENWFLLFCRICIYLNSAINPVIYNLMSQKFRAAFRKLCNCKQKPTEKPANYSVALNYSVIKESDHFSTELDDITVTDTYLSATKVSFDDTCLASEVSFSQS
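Enhancer read-out: after compound pinning and an initial kinetic agonist-mode read, an EC20 of TRH (10 nM final) was injected and fluo-8 calcium signal (Ex 480/Em 530) followed at 1 s/cycle for 100 cycles in TRHR-expressing cells.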
TRHR ag = qHTS for Small Molecule Agonists and Allosteric Enhancers of Human TRH Receptor: Primary Screen for Agonists; TRHR cells, calcium flux fluo-8, FDSS agonist mode; actives 0.18% (n = 360,000); AID 493084, 2011; Thyrotropin-releasing hormone receptor (Homo sapiens), P34981; activation, % at 2 µM; note: 0% is about no effect
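TRHR-expressing cells loaded with fluo-8 calcium dye; 23 nL library compound pin-transferred, kinetic FDSS fluorescence (Ex 480/Em 530) recorded about 180 s for agonist-induced calcium release, before a 10 nM TRH EC20 addition for potentiator mode.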
* marks the source's active call; other numbers are inactive results; · = no result given; & = joins results of further samples. Cut-off read from the data, not from the text of the source, unless noted: active = activation above about 30%; inactive = the rest.

SMILES	D2 antag	D1 ag	D1 antagonist	D2 agonist	D1 PAM	D2 PAM	RXFP1 antag	TRHR enhancer	TRHR ag
COc1ccc(CC(=O)N/N=C/C=C/c2ccc3c(c2)OCO3)cc1OC	-1	0	-7	-1.3	-5	4	14	-4	-2.0
CC1=CC(C)C(C(=O)O)C(C(=O)Nc2cccnc2)C1 (stereo not drawn)	-19	2	4	0.1	-4	9	-17	-2	1.1
COC(=O)c1sccc1NC(=O)C1CC1	7	0	-76*	0.1	-2	2	-4	13	0.3
CCc1cc(=O)oc2c(CNCc3ccccc3F)c(O)c(Cl)cc12	-2	3	6	-0.4	-4	0	6	2	0.7
Cc1nc2ncnn2c(C)c1Cc1cccc(C(F)(F)F)c1	-9	9	-5	1.3	0	3	-29	0	0.0
COc1cc2c(cc1NC(=O)CN(C)Cc1ccc(OC)c(OC)c1)oc1ccccc12	22	5	-2	0.1	-9	-4	-7	4	0.6
OCCN1CCN(c2ncnc3c2cnn3-c2cccc(Cl)c2)CC1	·	2	13	-0.3	0	-6	-2	2	0.6
CC(=O)c1ccc(Nc2nc3c(S(=O)(=O)c4ccccc4)nnn3c3ccc(Cl)cc23)cc1	·	1	-24	-0.1	-3	-2	-12	17	0.4
COc1ccc(NC(=O)c2ccc(OC)cc2)cc1	-8	3	4	1.4	-4	6	-5	5	-0.3
Cc1cccc(C(=O)OC(C)C(=O)Nc2ccc(S(=O)(=O)N3CCCC3)cc2)c1O (stereo not drawn)	-8	11	-3	-0.5	4	-2	-2	8	1.5
CCCCNC(=O)CCSc1nc2nc(C)cc(C)n2n1	8	3	12	0.1	-8	1	15	-2	-0.1
Cc1cccc(NC(=O)CN2C(=O)N/C(=C/c3cc(C)n(-c4ccncc4)c3C)C2=O)c1	8	2	-3	-2.0	-1	-6	17	-7	-0.6
CCOC(=O)CSc1nc(C)c(C(C)=O)cc1C#N	-5	8	8	-0.3	-6	7	-2	4	0.0
CC(Nc1ccc(Cl)cc1)c1cc(Cl)ccc1O (stereo not drawn)	-11	4	-10	-0.2	-9	-8	-12	3	-0.4
O=C(COc1cccnc1[N+](=O)[O-])N1CCN(C(=O)c2ccco2)CC1	-2	4	-11	-0.2	-2	0	-4	-2	0.9
COc1cc(CN(C(=O)Nc2ccccc2)c2ccccn2)cc(OC)c1OC	·	0	5	-0.5	0	-10	·	-3	0.2
COc1ccc(-c2nnc(SC(C(=O)c3c[nH]c4ccccc34)c3ccccc3)n2N)cc1OC (stereo not drawn)	5	8	-5	0.7	0	13	-20	-4	1.4
COc1ccccc1NC(=O)C1(c2ccccc2)CCCC1	-4	4	-12	-1.9	-6	2	-14	-5	-0.4
O=c1c2oc3ccccc3c2ncn1Cc1ccccc1Cl	-5	0	-13	0.4	-3	16	7	2	-0.4
CSc1nc(NS(=O)(=O)c2cc(Br)ccc2Br)cc(=O)[nH]1	19	3	-3	-0.5	7	-2	-4	-6	-1.0
CON1C(=O)C(=O)N(OC)C(C)(C)C1(C)C	5	0	-27	0.5	-4	19	12	-6	-0.1
O=C1C=C(N(CCO)CCO)C2(CCCCC2)O1	5	1	-2	-0.4	-5	0	18	18	-0.2
Cc1ccccc1N1CC(C(=O)Nc2ccncc2)CC1=O (stereo not drawn)	·	2	3	·	0	·	21	2	0.4
C[n+]1c2n(c3ccccc31)N=C(c1cc(C(C)(C)C)c(O)c(C(C)(C)C)c1)CS2	-7	0	6	-1.2	9	3	-85*	3	-0.3
COc1ccc(OC)c(CN2CCN(C(=O)c3ccc(S(=O)(=O)Nc4ccccc4F)cc3)CC2)c1	0	6	-8	0.5	0	12	7	-1	-0.1

A portion from further up, for reference:
SMILES	D2 antag	D1 ag	D1 antagonist	D2 agonist	D1 PAM	D2 PAM	RXFP1 antag	TRHR enhancer	TRHR ag
CSc1nc(NS(=O)(=O)c2cc(Br)ccc2Br)cc(=O)[nH]1	19	3	-3	-0.5	7	-2	-4	-6	-1.0
CON1C(=O)C(=O)N(OC)C(C)(C)C1(C)C	5	0	-27	0.5	-4	19	12	-6	-0.1
O=C1C=C(N(CCO)CCO)C2(CCCCC2)O1	5	1	-2	-0.4	-5	0	18	18	-0.2
Cc1ccccc1N1CC(C(=O)Nc2ccncc2)CC1=O (stereo not drawn)	·	2	3	·	0	·	21	2	0.4
C[n+]1c2n(c3ccccc31)N=C(c1cc(C(C)(C)C)c(O)c(C(C)(C)C)c1)CS2	-7	0	6	-1.2	9	3	-85*	3	-0.3
COc1ccc(OC)c(CN2CCN(C(=O)c3ccc(S(=O)(=O)Nc4ccccc4F)cc3)CC2)c1	0	6	-8	0.5	0	12	7	-1	-0.1

Individual results from the entries so far:
D1 ag with COc1ccccc1NC(=O)C1(c2ccccc2)CCCC1 stands at 4
D2 PAM with COc1cc2c(cc1NC(=O)CN(C)Cc1ccc(OC)c(OC)c1)oc1ccccc12 stands at -4

(continued)
SMILES	D2 antag	D1 ag	D1 antagonist	D2 agonist	D1 PAM	D2 PAM	RXFP1 antag	TRHR enhancer	TRHR ag
CCCc1ccc(OCc2ccc(C(=O)N/N=C/c3cccc([N+](=O)[O-])c3)o2)c(OC)c1	11	1	-9	1.8	-7	6	0	-6	-0.1
COCCN(C(=O)COC(=O)/C=C/c1ccccc1Cl)c1c(N)n(Cc2ccccc2)c(=O)[nH]c1=O	2	8	-17	-0.2	-3	7	-5	-3	0.3
CC[n+]1c(/C=C/Nc2ccccc2)oc2ccc(OC)cc21	-21	2	-3	1.0	-10	0	-19	14	0.4
COc1ccc(-c2cc(C(=O)Nc3ccc4c(c3)OCO4)no2)cc1OC	-5	2&-1	-17&-6	0.4&0.1	-6&0	4&-14	2&-2	-2&5	1.7&0.3
COc1ccc(Cc2nc3ccc(C(=O)N4CCCC4)cc3o2)cc1	18	5	-8	0.3	0	4	-1	-3	-2.1
CC(C)C(NS(=O)(=O)c1cccs1)C(=O)NCc1ccc2c(c1)OCO2 (stereo not drawn)	-9	1	11	-0.2	4	15	·	6	-0.4
CSc1nnc(CNS(=O)(=O)c2ccc(F)cc2)n1C	-21	1	-5	-0.5	1	6	-5	15	1.2
Cc1ccccc1NC(=O)CN1C(=O)COc2ccc(Cl)cc21	2	4	-92*	-0.3	-9	2	-2	-11	1.1
COc1cccc(C2C(C(=O)Nc3ccccc3)=C(C)Nc3nc(-c4ccccc4)nn32)c1OC (stereo not drawn)	·	2	4	-2.1	-2	·	·	4	-0.7
CCC1Oc2ccccc2N(CC(=O)Nc2ccc3c(c2)OCCO3)C1=O (stereo not drawn)	-9	2	-1	-1.4	-4	6	4	-10	-0.2
CCOC(=O)N1CCC(=NNC(=O)COc2cccc(C)c2)CC1	3	1	7	-0.6	-7	7	13	-3	0.9
CCN(Cc1ccccc1)C(=S)NC(=O)c1ccccc1Br	-6	2	-4	-0.2	0	-7	-7	-4	-0.1
O=C(C1=C[C@@H](c2ccccc2)C[C@@H](OCCCCO)O1)N1CCN(Cc2ccc3c(c2)OCO3)CC1	-13	-2	18	-0.3	4	-6	·	1	-0.3
COc1ccc(CNC(=O)/C=C/c2ccc(S(=O)(=O)NCc3ccco3)cc2)cc1OC	5	3	-20	1.1	-5	10	-16	-2	0.1
Cc1cc(=O)oc2cc(OC(C)C(=O)N3CCOCC3)ccc12 (stereo not drawn)	16	4	-1	0.5	1	4	14	8	-0.9
O=C(CSc1nccn1Cc1ccco1)Nc1ccccc1F	-16	1	7	0.0	2	-8	-10	0	-0.3
O=C(NCc1ccccc1)c1ccc(Cl)cc1	-14	2	-2	0.3	-1	-4	-1	-2	0.2
CCc1nc2c(s1)CCc1onc(-c3ccc(Cl)cc3)c1-2	-4	0	32	0.3	-2	-5	·	-7	0.1
CCc1ccc(-c2nn[nH]n2)cc1	8	0	15	0.3	2	-10	14	-2	-0.1
O=C(NCCO)Nc1ccc2nsnc2c1	-32	4	1	1.4	13	-6	6	-3	0.5
N#Cc1nc(-c2ccco2)oc1N1CCN(c2ccccc2)CC1	6	2	-11	-1.0	0	6	-39	-2	-0.4

Some of these compounds in order of number of heavy atoms, largest number first:
SMILES	D2 antag	D1 ag	D1 antagonist	D2 agonist	D1 PAM	D2 PAM	RXFP1 antag	TRHR enhancer	TRHR ag
CCCc1ccc(OCc2ccc(C(=O)N/N=C/c3cccc([N+](=O)[O-])c3)o2)c(OC)c1	11	1	-9	1.8	-7	6	0	-6	-0.1
CCC1Oc2ccccc2N(CC(=O)Nc2ccc3c(c2)OCCO3)C1=O (stereo not drawn)	-9	2	-1	-1.4	-4	6	4	-10	-0.2
O=C(NCCO)Nc1ccc2nsnc2c1	-32	4	1	1.4	13	-6	6	-3	0.5

Not a hit list (roughly 7.3% active in at least one column).
